# Screening results as filed in PubChem.
# Growth percent in the NCI-60 one-dose screen (48 h, 10 µM unless noted): 100 = growth as untreated, 0 = no growth, -100 = all killed.
# HL-60(TB) – HL-60(TB) leukemia cells; actives 9% (n = 78,000); AID 1794776; active = growth percent below 10
# An asterisk follows results filed as active; & = joins results of further samples; ! = not confirmed by another sample. Only part of the results is shown, so the mix of outcomes need not match the whole.
SMILES,HL-60(TB)
O=C1NC(=O)C(=NC2C(=O)NC(=O)NC2=O)C(=O)N1,105.5
CC1OC(n2cnc3c(=S)nc[nH]c32)C(O)C1O (stereo unspecified),133.7
CNC(=O)Oc1ccc(N(C)C)cc1C(C)C,130.2
CCC(N)(CO)CO,113.4
COc1ccc2c(c1)CCc1cn[nH]c1-2,98.0
CCN(CC)c1ccc(CNc2cc(C)nc3ccc(OC)cc23)cc1,-56.3*
OCc1cnccc1NCc1ccccc1,78.7
COc1ccc2[nH]c(=O)c(CNc3ccc(Nc4nccc(-c5ccc(Cl)cc5)n4)cc3)cc2c1,78.2
Cc1ccccc1NC(=S)Nc1ccccc1O,96.3
COc1cccc(/C=C/c2c(C(=O)c3ccccc3)c(C)nc3ccccc23)c1,99.0
O=C(CCCCCCN1CC(=O)N2[C@@H](c3ccc(C(F)(F)F)cc3)c3[nH]c4ccccc4c3C[C@H]2C1=O)NO,85.3
Clc1cccc(-c2cc(-c3ccccc3)[nH]n2)c1,73.1

# Next section, starting with the last seven of the part before.
SMILES,HL-60(TB)
CCN(CC)c1ccc(CNc2cc(C)nc3ccc(OC)cc23)cc1,-56.3*
OCc1cnccc1NCc1ccccc1,78.7
COc1ccc2[nH]c(=O)c(CNc3ccc(Nc4nccc(-c5ccc(Cl)cc5)n4)cc3)cc2c1,78.2
Cc1ccccc1NC(=S)Nc1ccccc1O,96.3
COc1cccc(/C=C/c2c(C(=O)c3ccccc3)c(C)nc3ccccc23)c1,99.0
O=C(CCCCCCN1CC(=O)N2[C@@H](c3ccc(C(F)(F)F)cc3)c3[nH]c4ccccc4c3C[C@H]2C1=O)NO,85.3
Clc1cccc(-c2cc(-c3ccccc3)[nH]n2)c1,73.1
COc1cc(NC(C)CCCN)c2nc(C)ccc2c1Oc1ccc(F)cc1 (stereo unspecified),87.9
O=C(Cn1c(/C=C/c2ccccc2)nc2ccccc2c1=O)Nc1ccccc1,64.7
C=CCOc1ccc2c(c1)CC[C@@H]1[C@@H]2CC[C@]2(C)C(=O)/C(=N/O)C[C@@H]12,-28.4*
N#[N+]c1cnc([O-])[nH]c1=O,67.4
Clc1nc(Nc2ccccc2)nc(Nc2ccccc2)n1,65.6
CN(C)CCOc1ccc(-c2nc3ccc(-c4nc5ccc(N6CCN(C)CC6)cc5[nH]4)cc3[nH]2)cc1,72.1
CC(=O)Oc1cc(O)oc(=O)c1,87.1
CC(C)CC(=O)OC/C=C/c1ccccc1,112.5
Cc1ccc2nc(C)c(C(=O)NCc3ccc(OCc4cn(Cc5ccc([N+](=O)[O-])cc5)nn4)cc3)n2c1,104.7
Cc1cc(C(N)=O)cc(C)c1C(=O)O,112.0
O=[N+]([O-])c1csc([N+](=O)[O-])c1,72.9
Cc1ccc(-c2nc3ccccc3n2CC(=O)N/N=C/c2ccc(OCc3ccccc3)cc2)o1,81.1
CC(Br)Cc1ccc2c(c1)OCO2 (stereo unspecified),91.0
O=S(=O)(O)C(O)c1cccnc1 (stereo unspecified),99.4
O=C1c2ccccc2-c2nc3ccccc3n21,89.7
CCOC(=O)C1=NN(c2ccccc2)C(=O)/C1=C\N1C(=O)/C(=C/c2cccc(O)c2)SC1=S,93.2
Brc1cc2c(c3ccccc13)N1O[C@@H](C2)C[C@H]1CCc1ccccc1,115.0
CCC(=O)Nc1ccc(-c2nc(-c3cccc(OCCN4CCOCC4)c3)c(-c3ccnc(Br)c3)[nH]2)cc1,70.2
CS(=O)(=O)c1ccc(-c2cc(-c3nnc(SCC(=O)Nc4ccc(C(=O)/C=C/c5ccc(Cl)cc5)cc4)n3-c3ccccc3)c3ccccc3n2)cc1,98.9
CCCCCCNC(=O)c1cc(NCc2cc(O)ccc2O)ccc1O,-6.2*
COc1cccc(C(Cc2ccccc2)Nc2ccccc2)c1OC (stereo unspecified),96.3
NS(=O)(=O)c1ccc(Nc2nc(N/N=C/c3ccc([N+](=O)[O-])cc3)nc(Nc3ccccc3)n2)cc1,35.0
Cc1ccc(/C=C/C(=O)c2ccc(NC(=O)CSc3nnc(-c4c[nH]c5ccccc45)n3-c3ccccc3)cc2)c(C)c1,79.6
CCN(CC)CCCNc1nc(SC)nc(-c2cccc(N)c2)c1C#N,116.8
CCOC(=O)C(Cc1c[nH]c2cc(N)ccc12)(NC(C)=O)C(=O)OCC,126.0
CC(=O)N1c2ccccc2S(=O)(=O)c2c1ccc1ccccc21,45.3
COc1cc(C)ccc1Oc1nc(Nc2ccc(N3CCOCC3)cc2)ncc1N=Cc1ccc(Cl)cc1,35.3
O=C1NC(/C=C/c2ccccc2)N=C2C(c3ccc(Cl)cc3)=NOC12 (stereo unspecified),99.0
CC(NC(=O)OCc1ccccc1)C(=O)Oc1cc(Cl)c(Cl)cc1Cl (stereo unspecified),98.1
O=C(Nc1cccc(-n2ccc3c(NC(=O)c4ccccc4)nccc32)c1)c1ccc(Cl)c(C(F)(F)F)c1,-32.3*!
C/C(=N/Nc1c2ccccc2nc2ccccc12)c1ccccc1,101.7
O=[N+]([O-])c1ccc(O)c(S(=O)(=O)O)c1,101.4
COc1ccccc1/C=N/NC(=O)CSc1nc2ccccc2c(=O)n1Cc1ccc(S(N)(=O)=O)cc1,103.7
NC(CSSCC(NC(=O)c1ccccc1)C(=O)O)C(=O)O (stereo unspecified),121.6&117.7
O=C(Nc1ccccc1)[C@H](O)[C@@H](O)C(=O)Nc1ccccc1,111.8
CC(O)C(O)C(O)C(O)C(O)C(=O)O (stereo unspecified),121.1
COC(=O)[C@H]1CCCN1C(=O)[C@H]1CCCN1C(=O)[C@H](Cc1c[nH]c2ccccc12)NC(=S)Nc1cc(C(F)(F)F)cc(C(F)(F)F)c1,53.4
O=C(CCCCCN1CC(=O)N2[C@H](c3ccc(Br)cc3)c3[nH]c4ccccc4c3C[C@@H]2C1=O)NO,19.1
NS(=O)(=O)c1ccc(NC(=O)N2CCN(c3ccc(Cl)cc3)CC2)cc1,91.8
C/C(=N\NC(=S)Nc1ccccc1)c1cc2ccccc2oc1=O,104.9
Cc1ncc2c(c1-c1noc(-c3cn[nH]c3-c3cccs3)n1)CCNC2,38.5
CCCCCCCC(CCCCC)C(=O)OCC (stereo unspecified),102.0
CCOC(=O)Cn1c(-c2ccc(C)o2)nc2cc3nc4ccccc4nc3cc21,104.1
O=C(O)C1CCCCN1 (stereo unspecified),94.9
CCOP(=S)(OCC)Oc1ccc(Sc2ccc(OP(=S)(OCC)OCC)cc2)cc1,92.2
Cc1cc2c(cc1C)NC(=O)CC(c1ccccc1)=N2,100.3
Clc1cccc(Cl)c1/C=C/c1cc(/C=C/c2ccccc2)c2ccccc2n1,91.2
CN1CCc2c(sc3ncnc(N/N=C/c4ccc([N+](=O)[O-])cc4)c23)C1,13.5
Oc1ccc2n[nH]nc2c1,100.6
N#Cc1cccc(-c2ccc3c(c2)NC(=O)/C3=C\c2ccc[nH]2)c1,64.8
COc1ccc(C(=O)c2sc3nc(-c4cc(OC)ccc4OC)cc(-c4ccc(OC)cc4)c3c2N)cc1,91.2
COc1ccc(OC/C=C\Cl)cc1,94.9
NC(=NCCCC(NC(=O)OCc1ccccc1)C(=O)NC(Cc1ccccc1)C(=O)OCc1ccccc1)NC(=O)OCc1ccccc1 (stereo unspecified),115.5
CCSc1nnc(NC(=O)CCNS(=O)(=O)c2ccc(C)cc2)s1,69.3
COc1ccc(/C=N/n2c(-c3cc(F)c(Cl)cc3Cl)n[nH]c2=S)cc1,222.6
O=c1[nH]nc(CSc2ccccn2)c2ccccc12,100.5
COc1ccc(Cl)cc1Nc1nc(C(F)(F)F)ccc1C(=O)N/N=C/c1cccnc1,21.8
CCCOc1nc(-c2ccco2)cc(-c2ccc(Cl)cc2Cl)n1,94.9
O=C(Cn1cc(CSc2nc3ccccc3o2)nn1)Nc1ccccc1O,90.0
O=C(/C=C/C(=O)Nc1ccc(-n2nnc3cc(Cl)c(Cl)cc32)cc1)Nc1ccc(N2N=NC3C=C(Cl)C(Cl)=CC32)cc1 (stereo unspecified),57.4

# (further entries)
SMILES,HL-60(TB)
Nc1cccc([N+](=O)[O-])c1O,105.4
CN1CCN(c2ccc3c4c(cccc24)C(=O)N(N2C(=O)c4cccc5cccc(c45)C2=O)C3=O)CC1,102.2
CC(=O)NC(C)(C)C#N,92.2
NC(=O)c1ccc(Cl)cc1,103.5
CCN1C(=O)N(CC)C2C1NN=c1s/c(=C\c3cccnc3)c(=O)n12 (stereo unspecified),-27.5*
O=c1oc2ccc(Cl)cc2cc1-c1cs/c(=N/N=C\c2ccc(Cl)cc2)n1/N=C/c1ccc(Cl)cc1,95.1
CC(=O)O[C@H]1CC[C@@]2(C)C(=CC[C@H]3[C@@H]4C[C@@H](N5CC5)[C@H](C(C)=O)[C@@]4(C)CC[C@@H]32)C1,92.4
Cn1nc(C(C)(C)C)cc1NC(=O)Cc1ccc(/C=C2\C(=O)Nc3ccccc32)cc1,48.2
O=C(NCCNc1nccc(-n2ccc3cccnc32)n1)c1ccc(Cl)cc1,95.3
CCCCN(CCCC)CC(O)Cc1ccc(OCC)cc1 (stereo unspecified),61.1
CC(=O)Cc1nsc(NC(=O)c2cc(-c3cc(Cl)cc(Cl)c3)oc2C)n1,96.5
COc1ccc(N2CCN(C3=C(Cl)C(=O)C(C)=C(C)C3=O)CC2)cc1,80.3

# Molecules above that have bromine:
SMILES,HL-60(TB)
CC(Br)Cc1ccc2c(c1)OCO2 (stereo unspecified),91.0
Brc1cc2c(c3ccccc13)N1O[C@@H](C2)C[C@H]1CCc1ccccc1,115.0
CCC(=O)Nc1ccc(-c2nc(-c3cccc(OCCN4CCOCC4)c3)c(-c3ccnc(Br)c3)[nH]2)cc1,70.2
O=C(CCCCCN1CC(=O)N2[C@H](c3ccc(Br)cc3)c3[nH]c4ccccc4c3C[C@@H]2C1=O)NO,19.1

# (next part)
SMILES,HL-60(TB)
CCCCCc1ccc(S(=O)(=O)Nc2ccc3nc(NC(C)=O)oc3c2)cc1,77.9
NC(=S)N1N=C(c2ccc(Cl)cc2)CC1c1cc2ccccc2[nH]c1=O (stereo unspecified),75.1
CCCS(=O)(=O)Nc1cc(-c2cc(C#CCN3CCN(C)CC3)cnc2N)cc(F)c1OC,113.7
CCSc1nc(-c2ccc(OCc3ccccc3)cc2)c(C#N)c(=O)[nH]1,94.4
CCOc1ccc(/C=C(/C#N)C(N)=O)cc1,75.5
O=S(=O)(NCCCNc1cc(-c2cn(-c3ccccc3)nc2-c2cccc(O)c2)ccn1)c1cccc2ccccc12,17.1
Cc1ccc(Nc2nc(N)nc(C(Cl)(Cl)Cl)n2)c(O)c1,98.6
O=C(O)c1c2c(nc3ccccc13)CCCC2,97.7
CCCC/C(=N\N=C(N)N)c1ccc(F)cc1,-30.9*
Cc1ccc(C)c2c1CCCC2=O,102.6
COC(=O)c1cccc2c(C(=O)O)cc(-c3ccccc3)nc12,96.7
C=CCN1C(=O)/C(=N\c2nnc(-c3ccc(Cl)cc3)s2)c2ccccc21,79.6
COc1ccc2nc(-c3nnc(-c4ccccc4)o3)c(Cl)nc2c1,98.9
CCOC(=O)CC1CSC(N/N=C/c2ccc([N+](=O)[O-])cc2)=N1 (stereo unspecified),87.1
COc1cc(N)ccc1NC(C)=O,79.3&84.4
COc1ccc(-c2nn(-c3ccccc3)cc2/C=C/C(=O)c2ccc(NC(=O)CCCCCCC(=O)NNc3ccccc3)cc2)cc1,113.7
COc1ccc(/C=N/NC(=O)c2c(N)nn(C)c2Nc2ccccc2)cc1OCc1ccccc1,108.0
O=C(CCl)Oc1ccc2ccccc2c1,105.8
Fc1ccc(/C=N/n2c(-c3cc(Cl)cc(Cl)c3Cl)nn(CNc3ccc(Cl)nn3)c2=S)cc1,90.1
COc1cc(-c2nc(-c3nnc(-c4cccnc4)o3)c3ccccn23)cc(OC)c1OC,95.7
OCC1OC(OCC2OC(OC3(CO)OC(CO)C(O)C3O)C(O)C(O)C2O)C(O)C(O)C1O (stereo unspecified),84.3
Cn1c(=O)c2[nH]c(COc3ccccc3[N+](=O)[O-])nc2n(C)c1=O,99.6
COc1cccc(NC(=O)Nc2ccc(Nc3ncnc4sc5c(c34)CCN(C(=O)CCl)C5)cc2)c1,90.0
COc1ccc(C2=Nc3c(C)nn(-c4ccccc4)c3NC(c3ccc(Oc4ccnc5cc(Cl)ccc45)c(OC)c3)C2)cc1 (stereo unspecified),90.8
Cc1cn2c(-c3ccc(Br)cc3)cnc2s1,109.7
C=CCn1c(SCC(=O)Nc2ccc(/C(C)=N/O)cc2)nnc1-c1cc(-c2ccc(S(N)(=O)=O)cc2)nc2ccccc12,7.7*
Cc1cc[n+](CCC[n+]2ccc(C)cc2)cc1,86.6
CN1C(=O)N(C)C2C1NN=c1s/c(=C\c3c[nH]c4ccccc34)c(=O)n12 (stereo unspecified),-34.1*
COc1cc2oc(-c3cccc(C(=O)NCC(=O)OC(C)(C)C)c3)cc(=O)c2c(OC)c1OC,87.4
CC(C)(Br)C(=O)c1ccco1,103.8
Oc1ccc(CC2=NCCc3cc(O)c(O)cc32)cc1O,106.4
CC(=O)/C(=C/N1C(=O)CC(=O)NC1=S)C(=O)Nc1ccccc1C,97.7
O=C1CCN2C(=O)Nc3ccccc3C2C1 (stereo unspecified),94.5
OC(c1ccccc1)c1ccc(Br)cc1 (stereo unspecified),123.9
C[N+](C)(C)CCc1ccccc1,77.4
CC1(C)SCC(COC(=O)c2ccccc2)S1 (stereo unspecified),117.2
Cc1ccc(O)c(O)c1,21.2
CCN(CC)CCCNC(=O)C(c1ccccc1)c1ccccc1,93.8
O=C(CCSc1nnc2n(Cc3ccccc3)c(=O)c3c4c(sc3n12)CCCC4)N1CCOCC1,98.5
NC(N)=Nc1nc2ccccc2n2c1nc1ccccc12,37.7
Nc1nc(N)c2nc(-c3ccccc3)c(N)nc2n1,76.8&66.6
Cc1ccc(CNc2nc3ccc(OC/C(=C/F)CN)cc3o2)cn1,141.0
Cc1ccc(S(=O)(=O)N(CCO)CCO)cc1,96.4
Cc1ccc(S(=O)(=O)OCCCl)cc1,102.3

# For reference, 4 of the compounds above.
SMILES,HL-60(TB)
Cc1cc[n+](CCC[n+]2ccc(C)cc2)cc1,86.6
CN1C(=O)N(C)C2C1NN=c1s/c(=C\c3c[nH]c4ccccc34)c(=O)n12 (stereo unspecified),-34.1*
COc1cc2oc(-c3cccc(C(=O)NCC(=O)OC(C)(C)C)c3)cc(=O)c2c(OC)c1OC,87.4
CC(C)(Br)C(=O)c1ccco1,103.8
